# Sm TGR inh – blocks Schistosoma mansoni thioredoxin glutathione reductase. purified TGR, DTNB reduction, TNB absorbance 405 nm. Potency, µM (highest dose often 114 µM), for inactives: at the top dose activity change, negative = inhibition, usual class: inhibitors. 360,000 tested, 3% active. AID 485364; also: potency is read from the fitted curve at half-maximal effect; nearly all actives have a fitted effect of over 60% in size
#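 Kinetic colorimetric format: TGR-catalysed, NADPH-driven DTNB reduction monitored via TNB absorbance. Enzyme dispensed at 20 nM; compound exposure 15 min at room temperature before reaction start.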
# AMA1 RON2 block – inhibitors of Plasmodium falciparum AMA1-RON2 interaction. AID 720542. 360,000 tested, 0.2% active. Potency, µM (doses to about 58.2 µM), without a hit: at the highest dose activity change, negative = inhibition, most hits filed as inhibitors. AlphaScreen AMA1-biotinylated RON2 peptide binding;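 also: potency is read from the fitted curve at half-maximal effect; 0% = vehicle wells and -100% = peptide control; nearly all actives have a fitted effect of over 45% in size; some results filed as inactive show a strong effect at the top dose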
#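 AMA1 (3D7) with his tag at 25 nM final met compounds first, then biotinylated RON2 peptide at 25 nM; detection used donor plus acceptor beads, 10 µg/mL apiece, read by AlphaScreen after 30 min at room temperature.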
# AmpC no deterg – inhibitors of E. coli AmpC beta-lactamase without detergent. AmpC nitrocefin hydrolysis, absorbance 480 nm, 0.0001% Triton. AID 485341. 330,000 tested, 0.52% active. P00811. Potency, µM (highest dose often 57.1 µM), inactives show at the highest dose activity change, negative = inhibition, usual class: inhibitors;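 also: potency is read from the fitted curve at half-maximal effect; plate controls were no compound for no effect and no enzyme for full effect; nearly all actives have a fitted effect of over 20% in size; some results filed as inactive show a strong effect at the top dose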
# Target sequence (P00811 whole entry, looked up): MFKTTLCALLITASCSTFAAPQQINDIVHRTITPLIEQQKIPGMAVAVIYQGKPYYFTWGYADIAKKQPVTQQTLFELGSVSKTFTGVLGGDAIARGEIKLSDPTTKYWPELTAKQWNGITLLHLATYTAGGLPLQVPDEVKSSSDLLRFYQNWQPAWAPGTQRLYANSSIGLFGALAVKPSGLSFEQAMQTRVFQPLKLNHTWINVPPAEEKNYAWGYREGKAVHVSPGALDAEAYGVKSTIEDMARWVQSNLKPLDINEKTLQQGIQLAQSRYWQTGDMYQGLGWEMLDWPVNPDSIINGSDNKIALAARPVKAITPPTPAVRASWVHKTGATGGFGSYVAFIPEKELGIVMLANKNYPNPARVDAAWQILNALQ
#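 20 mM phosphate pH 7.0 + 0.01% (detergent screen) or 0.0001% Triton X-100; 5.3 nM AmpC reagent; cpd preinc 15 min RT; nitrocefin (800 uM stock) to start; A480 q20 s × 4 min; Activity was normalised to no-enzyme and no-compound control wells.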
# FBPA Giardia inh – inhibitors of Giardia lamblia fructose-1,6-bisphosphate aldolase | A8B2U2 | Potency, µM (highest dose often 59.6 µM), for the others: at the highest dose activity, negative = inhibition, hits mostly inhibitors | 290,000 tested, 0.71% active | purified Giardia FBPA; also: potency is read from the fitted curve at half-maximal effect; nearly all actives have a fitted effect of over 55% in size
# Target sequence (A8B2U2 whole entry, looked up): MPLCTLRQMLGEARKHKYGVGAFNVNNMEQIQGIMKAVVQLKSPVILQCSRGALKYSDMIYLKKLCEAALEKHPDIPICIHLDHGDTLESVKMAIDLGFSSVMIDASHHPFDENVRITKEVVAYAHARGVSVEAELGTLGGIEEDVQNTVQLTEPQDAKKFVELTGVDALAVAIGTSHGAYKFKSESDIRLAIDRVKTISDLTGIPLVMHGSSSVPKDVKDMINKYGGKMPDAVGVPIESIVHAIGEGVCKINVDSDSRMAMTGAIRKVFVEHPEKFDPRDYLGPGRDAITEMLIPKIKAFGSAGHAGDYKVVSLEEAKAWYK
#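 Giardia FBPA (40 nM reagent) was preincubated 10 min at RT with compound (up to 57.5 uM final), then substrate plus GAPDH/TPI/NAD/arsenate coupling system with diaphorase/resazurin was added; resorufin fluorescence (525/598 nm) was read after 20 min.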
# HCMV antiviral – blocks human cytomegalovirus replication. HFF cells, HCMV-luciferase reporter, 72 h; active compounds read low. AID 1259415. activity change, negative = inhibition, % at 57.5 µM. 410,000 tested, 4.5% active; in the data active = activity change below about -60%; inconclusive = no clear call, values can overlap the other calls; inactive = above about -39%
#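 Cell-based, HFFs, 1000 cells/well, 16 h 37C; cpds in DMSO + HCMV-luc, MOI 1 PFU/cell; 72 h 37C; OneGlo luminescence after 5 min RT; norm. to buffer vs Salinomycin 10uM.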
# AmpC detergent – AmpC beta-lactamase inhibition with detergent present; P00811; 370,000 tested, 0.041% active; AmpC hydrolysis of nitrocefin, absorbance 480 nm, 0.01% Triton; Potency, µM (titrated, usually from 114 µM), for the others: at the highest dose activity change, negative = inhibition, hits mostly inhibitors;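 also: potency is read from the fitted curve at half-maximal effect; 0% = no-compound wells and -100% = no-enzyme wells; nearly all actives have a fitted effect of over 25% in size; some results filed as inactive show a strong effect at the top dose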
#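 20 mM phosphate pH 7.0 + 0.01% (detergent screen) or 0.0001% Triton X-100; 5.3 nM AmpC reagent; cpd preinc 15 min RT; nitrocefin (800 uM stock) to start; A480 q20 s × 4 min; Activity was normalised to no-enzyme and no-compound control wells.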
# * = called active by the depositor; ? = inconclusive; / = no result given; [ ] = remark or other dose. Unless noted, calls follow the shape of the dose curve; as a rule, active = well fitted curve in the direction sought with a large enough effect; inconclusive = small, poorly fitted or top-dose-only effect, or another doubt; inactive = no such curve, though single readings can be large; an effect the other way counts as inactive or inconclusive. Unless noted, % is scaled to controls: 0 for no effect and ±100 for the full control effect.
# Below each SMILES: Sm TGR inh | AMA1 RON2 block | AmpC no deterg | FBPA Giardia inh | HCMV antiviral | AmpC detergent
> COc1cccc(NC(=O)CCNS(=O)(=O)c2ccc3c(c2)CCCC(=O)N3)c1
    4% | / | / | / | -4 | -4%
> CCN(CC)C(=O)c1sc2c(c1C)c(=O)n(-c1ccccc1)c(=O)n2Cc1c(C)cc(C)cc1C
    -5% | / | / | / | 5 | 7%
> COc1ccc([C@H]2CC(=O)C=C(c3ccc4[nH]ccc4c3)C2)cc1OC
    0% | ? | -16% | / | 51 | -3%
> Cc1cc(C)cc(N2C(=O)CSC23C(=O)N(Cc2c(F)cccc2Cl)c2ccccc23)c1 (stereo not drawn)
    -4% | / | / | / | -36 | -7%
> O=C(NC1CCN(Cc2ccccc2)C1)c1cc(S(=O)(=O)N2CCOCC2)ccc1Cl (stereo not drawn)
    -5% | -5% | -1% | / | -8 | 3%
> CCOC(=O)N1CCC2(CC1)CC(=O)c1cc(O)ccc1O2
    7% | 0% | -2% | 4% | -30 | ?
> CCC(Sc1nc(=O)cc(N)n1CCc1ccccc1)C(=O)Nc1cc(C)on1 (stereo not drawn)
    4% | 0% | 2.8µM* | -3% | 0 | ?
> Cn1cccc1/C=N/NC(=O)c1cccnc1
    6% | 18% | -10% | -1% | 20 | ?
> CCCCCCC(=O)Nc1cc2c(C)cc(=O)oc2cc1C
    -11% | 0% | -16% | 8% | 11 | -3%
> Cc1cc2ccccn2c1C(=O)c1nc(NCc2ccco2)ncc1Cl
    -4% | -17% | -55% | -3% | -30 | -3%
> COc1ccc(OC)c(NC(=O)CSC2=Nc3ccccc3C3=NC(CC(=O)NCc4ccco4)C(=O)N23)c1 (stereo not drawn)
    -10% | / | / | / | -8 | -11%
> COc1ccc(C2=Nc3ccc(C)cc3C(c3ccccc3)N2CC(=O)NN)cc1 (stereo not drawn)
    / | -10% | 19% | 6% | -10 | -3%
> CCOC(=O)N1CCN(C(=O)C(=O)Nc2sc3c(c2C(=O)O)CC(C)(C)OC3)CC1
    7% | 103%[activator] | -17% | / | -19 | 0%
> CCOc1cc2sc(N3CCC(C(=O)Nc4ccccc4C(=O)OC)CC3)nc2cc1Br
    -30% | / | / | / | 20 | 18%
> Cc1ccccc1COc1ccc(/C(O)=C2/C(=O)C(=O)N(CCCn3ccnc3)C2c2ccco2)cc1 (stereo not drawn)
    ? | 45%[activator] | 53% | ? | 24 | ?
> CCOc1ccc(-c2cc(C)[n+](CCc3ccc(OC)c(OC)c3)c(-c3ccc(OCC)cc3)c2)cc1
    3% | -4% | 176%[activator] | 5% | -98* | 0%
> Cc1ccc(/C=N/Nc2ccc(Cl)nn2)cc1
    11% | 0% | -22% | 5% | 0 | ?
> CCOC(=O)c1[nH]c(C(=O)O)c(OC(=O)CC)c1C
    1% | 19% | -11% | -2% | 12 | -6%
> Cc1ccc(S(=O)(=O)NCCCN2CCOCC2)c(C)c1
    -8% | -1% | -9% | 0% | 21 | -11%
> CCOc1ccccc1NC(=O)Cc1noc2ccc(C)cc12
    -1% | / | / | / | -19 | 0%
> O=C(CN1CCN(c2ccc(Cl)cc2)CC1)c1ccccc1
    18µM* | -5% | -24% | -20% | -69* | -9%
> CCN(CC)S(=O)(=O)c1ccc(N2CCCC2)c(NS(=O)(=O)c2cccs2)c1
    -16% | -5% | -36% | -3% | 0 | -5%
> COCCNC(=O)c1ccc(CS(=O)(=O)c2ccc(Cl)cc2)o1
    -2% | -21% | -11% | 0% | 22 | -15%
> O=[N+]([O-])c1ccc(N2CCN(c3ccc(F)cc3)CC2)nc1
    8% | 0% | -2% | 6% | ? | -6%
> Cc1cc(C)c(S(=O)(=O)c2ccccc2C)c(OCCN(C)C)n1
    -26% | -4% | -2% | 2% | -13 | -11%
> COc1ccc2ccc3c(c2c1)N=CC1(O3)N(C)c2ccccc2C1(C)C (stereo not drawn)
    22µM* | -14% | -42% | ? | / | ?
> CCOc1cc(C(=O)OCc2cc(=O)n3c(C)csc3n2)cc(OCC)c1OCC
    4% | / | / | / | 8 | -3%
> CCN(CC)c1ccc2nc3ccccc3[n+](CC)c2c1
    ? | ? | 2% | -14% | / | -1%
> COc1ccc(Cl)c2sc(N3CCN(C(=O)C4=COCCO4)CC3)nc12
    -1% | 14% | 97%[activator] | / | -24 | ?
> COC(C(=O)Nc1ccnn1C1CCN(Cc2ccc(C)o2)CC1)c1ccccc1 (stereo not drawn)
    ? | 2% | 31% | / | -4 | 3%

# Look-ups from above:
# Under HCMV antiviral, O=C(NC1CCN(Cc2ccccc2)C1)c1cc(S(=O)(=O)N2CCOCC2)ccc1Cl (stereo not drawn) is listed with -8
# Under AmpC detergent, COc1ccc([C@H]2CC(=O)C=C(c3ccc4[nH]ccc4c3)C2)cc1OC is listed with -3%

# Continuation.
# Below each SMILES: Sm TGR inh | AMA1 RON2 block | AmpC no deterg | FBPA Giardia inh | HCMV antiviral | AmpC detergent
> COc1ccccc1CC(=O)N1CCN(c2ccc([N+](=O)[O-])cc2)CC1
    56%[activator] | -5% | -10% | 1% | ? | -5%
> CC(NCc1ccc(Cl)c(Cl)c1)C(O)c1ccccc1 (stereo not drawn)
    -17% | -8% | -15% | -11% | -71* | -4%
> COc1cc2c(cc1OC)C(C)N(C(=O)c1cc(Cl)nc(Cl)c1)CC2 (stereo not drawn)
    12% | 0% | 10% | 4% | 42 | 0%
> CCOC(=O)c1cc(S(=O)(=O)Nc2cccc(OC)c2)cn1C
    4% | 2% | -24% | -9% | -33 | 1%
> CNc1c([N+](=O)[O-])cnn1-c1ccc(Cl)cc1Cl
    -18% | -2% | -14% | -2% | -29 | -1%
> O=C(Nc1ncccc1O)c1cccc(S(=O)(=O)N2CCCc3ccccc32)c1
    -16% | 91%[activator] | -38% | / | -8 | -6%
> O=C(CN1C(=O)CCC1=O)Nc1nc(-c2ccc(Cl)s2)cs1
    9% | -14% | -7% | -5% | 0 | -13%
> C=CCOc1ccccc1CN1CCC(C(=O)Nc2cccc(-c3ccn[nH]3)c2)CC1
    98%[activator] | -2% | 0% | 2% | -64* | 0%
> Cc1coc2c(C)c3oc(=O)c(CC(=O)NCc4ccccc4)c(C)c3cc12
    6% | / | / | / | -15 | 0%
> CCCc1nc2ccccc2c(=O)n1/N=C/c1ccccc1O
    5% | 52%[activator] | -10% | -5% | ? | -11%
> O=c1[nH]c(SCc2ccccc2)nc2ccsc12
    9% | 23% | -25% | -9% | -14 | 6%
> CC(=O)N1CCN(C2=NC(=O)C(=C3CCCCC3)S2)CC1
    0% | 5% | -9% | 0% | 35 | -13%
> Cc1ccccc1Cn1c(=O)n(CCCC(=O)NCc2ccco2)c(=O)c2ccccc21
    -22% | 3% | 21% | 8% | -27 | 2%
> COc1cc(CNCCO)cc(Br)c1OCc1ccccc1Cl
    -3% | -11% | 78%[activator] | 1% | -36 | 2%
> Cc1ccc(N(Cc2cc(=O)[nH]c3ccccc23)C(=O)CCl)c(C)c1
    13µM* | 13% | -21% | 6% | -97* | 1%
> CCN(C(=O)COC(=O)c1cc2ccccc2cc1O)C1CCS(=O)(=O)C1 (stereo not drawn)
    5% | 6% | 35% | -8% | 50 | -3%
> COc1ccc2c(CC(=O)Nc3ccc(C)cc3)coc2c1
    4% | / | / | / | 3 | 21%
> CC(=O)Nc1cc(NC(C)=O)c(N=Nc2ccccc2)cc1C
    -2% | -2% | 57% | 1% | 170 | 10%
> COCCNC(=S)N(CCc1c(C)[nH]c2ccc(OC)cc12)Cc1ccco1
    ? | -9% | -3% | 3% | -11 | -4%
> Cc1c(C(=O)N(C)C)sc2c1c(=O)n(-c1ccc(Cl)c(Cl)c1)c(=O)n2Cc1ccc(F)cc1
    5% | / | / | / | 27 | 7%
> CCOC(=O)C1C(=O)CC(C)(O)C(C(=O)OCC)C1c1cccc(OC(F)(F)C(F)F)c1 (stereo not drawn)
    5% | -1% | 125%[activator] | -1% | 29 | ?
> COc1ccc(NC(=O)CC2C(=O)N(c3ccc(F)cc3)C(=O)N2Cc2ccco2)cc1 (stereo not drawn)
    2% | / | / | / | -20 | ?
> Cc1nn(Cc2nc(-c3cccs3)no2)c(C)c1Br
    -6% | 4% | -13% | -3% | -10 | -16%
> Cc1cc(=O)[nH]c(SCC(=O)N2CCCC2)n1
    / | 15% | -40% | / | -7 | /
> COCCN(C(=O)C1CCN(C(=O)c2ccccc2C)CC1)c1c(N)n(CC(C)C)c(=O)[nH]c1=O
    -34% | -9% | -25% | / | 14 | 3%
> COc1ccc(NC(=O)NCCN2CCCCC2)cc1
    7% | 5% | -1% | 6% | 3 | -4%
> Cc1ccc(N2C(=O)Nc3ccccc3S2(=O)=O)cc1Cl
    11% | 3% | -27% | 12% | -35 | -2%
> CCC1(CC)C(=N)N(C)C(=O)NC1=O
    -7% | 14% | -11% | 3% | 67 | -14%
> O=C(Nc1ccc([N+](=O)[O-])cc1)C1(c2ccccc2)CCOCC1
    -7% | 6% | -21% | 2% | -34 | -3%
> COc1cc(/C=N\NC(=O)c2nonc2N)c(OC)cc1Br
    0% | -7% | -33% | -11% | ? | -2%
> CCOc1cc(C(=O)OCc2ccc(C(=O)OC)o2)cc(Br)c1OC
    23% | 11% | 44% | -13% | / | ?
> Cc1ccc(NNC2CC(=O)N(c3cccc(Cl)c3)C2=O)cc1 (stereo not drawn)
    45µM* | 11% | -53% | -13% | 36 | -3%
> O=C(Nc1cc(C(F)(F)F)ccc1N1CCOCC1)c1ccco1
    6% | -15% | -3% | 4% | 13 | -13%
> Cc1nn(C(=O)c2ccoc2C)c(N)c1-c1ccccc1
    0% | -7% | -17% | -4% | 4 | 1%

# Complete entries, quoted from the list.
# Shown for O=[N+]([O-])c1ccc(N2CCN(c3ccc(F)cc3)CC2)nc1 : Sm TGR inh: 8%; AMA1 RON2 block: 0%; AmpC no deterg: -2%; FBPA Giardia inh: 6%; HCMV antiviral: ?; AmpC detergent: -6%
# Shown for CCOc1cc(C(=O)OCc2cc(=O)n3c(C)csc3n2)cc(OCC)c1OCC : Sm TGR inh: 4%; AMA1 RON2 block: /; AmpC no deterg: /; FBPA Giardia inh: /; HCMV antiviral: 8; AmpC detergent: -3%
# Shown for CCOc1cc(C(=O)OCc2ccc(C(=O)OC)o2)cc(Br)c1OC : Sm TGR inh: 23%; AMA1 RON2 block: 11%; AmpC no deterg: 44%; FBPA Giardia inh: -13%; HCMV antiviral: /; AmpC detergent: ?

# Source: PubChem BioAssay
